High-throughput results from PubChem.
Shiga toxin inh = Shiga toxin inhibition; Vero cells, Shiga toxin protein synthesis inhibition reporter; inhibition, % at 38.7 µM; 290,000 compounds, 9.2% hits; AID 2315; in the data active = inhibition mostly above about 28%, no sharp cut-off; inactive = mostly below about 43%; note: 0% is about no effect
Pf growth 96h = P. falciparum growth inhibition at 96 hour, primary screen for plastid delayed-death inhibitors; P. falciparum luciferase reporter growth, 96 h; Potency, µM (top dose mostly 28.7 µM), for the others: top-dose activity change, negative = inhibition, most hits filed as inhibitors; 320,000 compounds, 6.9% hits; AID 504834; note: potency is the fitted concentration of half-maximal effect; % is set by controls: 0 for no effect and ±100 for the full control effect
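Parasite growth measured via integrated firefly luciferase reporter in P. falciparum. Infected erythrocytes at 2% hematocrit, 0.05% parasitemia final were treated 96 hours at 37 C under 5% CO2, and luminescence was read.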
LmPK inh = inhibitors of Leishmania mexicana pyruvate kinase | Q27686 | purified LmPK, Kinase-Glo ATP luminescence, 1 h | Potency, µM (highest dose often 57.5 µM), for inactives: at the top dose activity change, negative = inhibition, hits mostly inhibitors | 290,000 compounds, 0.37% hits; note: potency is the fitted concentration of half-maximal effect; % is set by controls: 0 for no effect and ±100 for the full control effect
Target sequence (Q27686 whole entry, looked up): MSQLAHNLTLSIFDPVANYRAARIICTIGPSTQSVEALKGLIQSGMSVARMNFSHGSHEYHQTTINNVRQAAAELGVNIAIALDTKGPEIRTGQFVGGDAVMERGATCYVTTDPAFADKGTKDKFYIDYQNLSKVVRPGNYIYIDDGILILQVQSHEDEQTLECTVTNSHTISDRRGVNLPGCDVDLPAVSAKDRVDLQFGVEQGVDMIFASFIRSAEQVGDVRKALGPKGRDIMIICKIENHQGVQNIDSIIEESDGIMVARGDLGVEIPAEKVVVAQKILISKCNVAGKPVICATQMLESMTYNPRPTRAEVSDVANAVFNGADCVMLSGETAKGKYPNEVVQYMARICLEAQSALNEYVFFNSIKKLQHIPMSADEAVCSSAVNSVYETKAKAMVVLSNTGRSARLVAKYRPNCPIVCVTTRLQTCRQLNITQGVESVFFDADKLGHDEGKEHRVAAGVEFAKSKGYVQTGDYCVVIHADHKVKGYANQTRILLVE
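Kinase-Glo luminescence read after 1 h RT reaction of 0.1 nM LmPK with 0.5 mM PEP and 0.1 mM ADP. Activity scaled between uninhibited and enzyme-free controls.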
HCV inh = HCV inhibition | Huh7.5.1 HCVcc-Cre infection, luciferase reporter, 44 h | Potency, µM (series often up to 41.8 µM), without a hit: top-dose activity change, negative = inhibition, most hits filed as inhibitors | 340,000 compounds, 3.4% hits; note: potency is the fitted concentration of half-maximal effect; % is set by controls: 0 for no effect and ±100 for the full control effect
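A cell-based infection assay in which seeded cells (1,000 per well) receive test compound after 4 h, are inoculated with HCVcc-Cre at approximately 0.5 moi, and are incubated 44 h before luminescence detection.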
Cycloheximide cs = affects cycloheximide protein synthesis inhibition readout, counter-screen; cell reporter, cycloheximide protein synthesis inhibition counterscreen; max response, %; 300,000 compounds, 12% hits; AID 2314; in the data active = max response mostly above about 13%, no sharp cut-off; inactive = mostly below about 14%; note: read at 38.3 µM for the half of the compounds with a filed dose; 0% is about no effect
TbPYK inhibitor = blocks Trypanosoma brucei pyruvate kinase; Q57TT1; TbPYK enzyme, Kinase-Glo Plus ATP luminescence, 45 min; Potency, µM (titrated, usually from 76.8 µM), inactives show at the top dose activity, negative = inhibition, most hits filed as inhibitors; 410,000 compounds, 0.12% hits; note: potency is the fitted concentration of half-maximal effect; % is set by controls: 0 for no effect and ±100 for the full control effect; nearly all actives have a fitted effect of over 50% in size
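TbPYK + substrate in 50 mM TEA pH 7.2, 100 mM KCl, 10 mM MgCl2, 0.05% BSA, 0.01% Tween-20; cpd pinned; ADP 130 uM final; 45 min RT; Kinase-Glo Plus 10 min; luminescence endpoint.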
Pf growth 48h = P. falciparum growth inhibition at 48 hours (one generation) | P. falciparum luciferase growth in erythrocytes, 48 h | Potency, µM (series often up to 28.7 µM), for inactives: at the top dose activity change, negative = inhibition, actives largely listed as inhibitors | 310,000 compounds, 5.9% hits | AID 504832; note: potency is the fitted concentration of half-maximal effect; % is set by controls: 0 for no effect and ±100 for the full control effect
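Read-out is firefly luciferase luminescence from an integrated reporter in P. falciparum, so falling signal marks reduced parasite growth. Infected erythrocytes were at 2% hematocrit and 0.1% parasitemia (final) in Albumax-supplemented RPMI 1640.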
* hit, by the source's call; ? = inconclusive; . = not tested or not shown; & = joins results of further samples; [ ] = another dose, or the depositor's remark. Unless noted, calls come from the whole dose curve; as a rule, active = well fitted curve in the direction sought with a large enough effect; inconclusive = small, poorly fitted or top-dose-only effect, or another doubt; inactive = no such curve, though single readings can be large; an effect the other way counts as inactive or inconclusive.

Under each structure – Shiga toxin inh | Pf growth 96h | LmPK inh | HCV inh | Cycloheximide cs | TbPYK inhibitor | Pf growth 48h
O=C(NCCc1c[nH]c2ccccc12)C(=O)Nc1cc2c3c(c1)CC(=O)N3CCC2
 : . | 2.9µM* | . | 18%[8.37 µM] | . | 0% | 1µM*
COc1ccc2ccccc2c1C1CC(=O)N2CN(C)CSC2=C1C#N (configuration not stated)
 : 21 | 2% | -17% | 0% | -5 | ? | 0%
Cc1cccc2c1CC(C)(C)N=C2C1=C(O)CCCC1=O
 : 5 | 81%[activator] | 1% | 6% | -1 | -20% | 6%
O=C(c1cc([N+](=O)[O-])ccc1N1CCOCC1)N1CCN(S(=O)(=O)c2cc(Cl)ccc2Cl)CC1
 : . | ? | . | 3% | . | 1% | 10µM*
O=C(COC(=O)CN1C(=O)c2ccccc2C1=O)Nc1ccc(S(=O)(=O)N2CCCC2)cc1
 : -11 | -6% | 0% | -6% | -5 | 4% | .
CS(=O)(=O)c1ccc(C(=O)N2CCc3ccccc3C2)cc1
 : -12 | -3% | 1% | 11% | -1 | 5% | 0%
COc1ccc(NC(=O)Cc2ccsc2)c(OC)c1
 : 1 | 1% | -1% | -28% | -9 | -4% | 11%
CCc1cc(C(=O)OC)c(NC(=O)CC2SC(N)=NC2=O)s1 (configuration not stated)
 : -26 | -8% | -1% | 2% | -3 | -6% | 8%
COc1ccc(CCN2CC(C(=O)NC3CCOCC3)CCC2=O)cc1 (configuration not stated)
 : -12 | 10% | 2% | 17% | -2 | 9% | 31%[activator]
Nc1nc2n(n1)C(c1cccc(Cl)c1)CC(c1ccc(F)cc1)N2 (configuration not stated)
 : -13 | ? | 7% | 10% | -8 | 0% | .

Additional records
Under each structure – Shiga toxin inh | Pf growth 96h | LmPK inh | HCV inh | Cycloheximide cs | TbPYK inhibitor | Pf growth 48h
C=CCn1c(SC2CCOC2=O)nc2sc(C)c(C)c2c1=O (configuration not stated)
 : 0 | 13µM* | 2% | 21% | -3 | 1% | 12%
COc1ccc(NS(=O)(=O)c2cc([N+](=O)[O-])ccc2N/N=C\c2c(C)[nH]c3ccccc23)cc1
 : -23 | ? | -28% | -15% | 15 | -12% | .
Cc1cc(NC(=O)Nc2ccccc2F)ccc1Br
 : 77* | ? | -14% | 13µM* | 55* | -4% | 427%[activator]
O=C(O)C1CCC(N2C(=O)C3CCCCC3C2=O)CC1 (configuration not stated)
 : 4 | -17% | -1% | 0% | -3 | . | .
COc1ccc(-c2cc(C(=O)O)c3ccccc3n2)c(OC)c1
 : 1 | 4% | -7% | 1% | -2 | -9% | -1%
CCCCNC(=O)N1CCN(S(C)(=O)=O)CC1
 : -5 | -5% | 2% | -2% | -2 | 3% | -9%
COc1cccc(C2CC(c3ccc(Cl)cc3Cl)Nc3nc(N)nn32)c1 (configuration not stated)
 : -20 | . | 6% | 4% | -5 | -16% | .
CCOC(=O)c1c(C)oc2c(CC(=O)c3ccccc3)c(Cl)c(O)c(O)c12
 : 8 | 29% | 1% | -18% | -2 | -2% | -25%
CC(Nc1nc(-c2ccccc2F)nc2ccccc12)c1ccccc1 (configuration not stated)
 : 11 | -1% | 1% | -18% | -3 | -9% | -28%
COc1ccc(-c2csc(Nc3cccc(C)n3)n2)cc1C
 : 79* | 8% | -3% | ? | 56* | 0% | 7%

(further entries)
Under each structure – Shiga toxin inh | Pf growth 96h | LmPK inh | HCV inh | Cycloheximide cs | TbPYK inhibitor | Pf growth 48h
CCOC(=O)C1CCCN(Cc2nc(N)nc(Nc3ccccc3)n2)C1 (configuration not stated)
 : 0 | -12% | -1% | ? | 5 | -18% | -15%
COC(=O)c1ccccc1NC(=O)Cn1cc2c(n1)CCC(C)C2 (configuration not stated)
 : -9 | -28% | 1% | -2% | -4 | -2% | 0%
CCOc1ccc(C(C)(O)CN2CCOCC2)cc1 (configuration not stated)
 : -8 | -1% | -4% | 20% | -2 | -9% | 41%[activator]
Cc1c(N(C(=O)CNC(=O)c2ccccc2)C2(C(=O)NC3CCCCC3)CCCCC2)c(=O)n(-c2ccccc2)n1C
 : -12 | ? | 12% | 13% | -2 | 1% | 5.9µM*
CNC(=S)Nc1ccc(C)cc1
 : -8 | -18% | 0% | 30%[activator] | -3 | 1% | 4%
COC(=O)C1=C(C)N(C)C(C)=C(C(=O)OC)C1c1cccc(Br)c1
 : -11 | -23% | -1% | 2% | -10 | -3% | 8.3µM*
O=C(N/N=C/c1c(O)n(C2CC2)c(=S)[nH]c1=O)c1ccccc1Cl
 : 31 | 35%[activator] | 5% | 4% | 20* | -8% | 14%
CNC(=S)NCCC(c1ccccc1)c1ccccc1
 : 15 | 3% | 5% | 11% | -2 | -6% | ?
CN1CCCC(OC(=O)c2ccccc2F)C1 (configuration not stated)
 : -5 | 301%[activator] | 1% | -2% | -3 | -17% | -15%
CCOc1ccc(CCNC(=O)CCC(=O)N2CCSc3ccccc32)cc1OCC
 : -8 | -14% | -1% | ? | -2 | -4% | ?

Look-ups from the list:
Result of O=C(N/N=C/c1c(O)n(C2CC2)c(=S)[nH]c1=O)c1ccccc1Cl under LmPK inh: 5%
Result of CCOC(=O)c1c(C)oc2c(CC(=O)c3ccccc3)c(Cl)c(O)c(O)c12 under Pf growth 96h: 29%
Result of COC(=O)c1ccccc1NC(=O)Cn1cc2c(n1)CCC(C)C2 (configuration not stated) under TbPYK inhibitor: -2%
Result of COC(=O)C1=C(C)N(C)C(C)=C(C(=O)OC)C1c1cccc(Br)c1 under TbPYK inhibitor: -3%
Result of O=C(O)C1CCC(N2C(=O)C3CCCCC3C2=O)CC1 (configuration not stated) under Shiga toxin inh: 4
Result of C=CCn1c(SC2CCOC2=O)nc2sc(C)c(C)c2c1=O (configuration not stated) under Pf growth 96h: 13µM*

Three compounds from above, arranged by molecular weight, largest number first:
Under each structure – Shiga toxin inh | Pf growth 96h | LmPK inh | HCV inh | Cycloheximide cs | TbPYK inhibitor | Pf growth 48h
COC(=O)c1ccccc1NC(=O)Cn1cc2c(n1)CCC(C)C2 (configuration not stated)
 : -9 | -28% | 1% | -2% | -4 | -2% | 0%
CCOc1ccc(C(C)(O)CN2CCOCC2)cc1 (configuration not stated)
 : -8 | -1% | -4% | 20% | -2 | -9% | 41%[activator]
CN1CCCC(OC(=O)c2ccccc2F)C1 (configuration not stated)
 : -5 | 301%[activator] | 1% | -2% | -3 | -17% | -15%

Following part.
Under each structure – Shiga toxin inh | Pf growth 96h | LmPK inh | HCV inh | Cycloheximide cs | TbPYK inhibitor | Pf growth 48h
Cc1n[nH]c(=S)n1/N=C/c1ccc(OCc2ccc(Cl)cc2Cl)cc1
 : 79* | ? | -2% | 13% | 39* | -23% | 40%[activator]
Cc1ccc(F)cc1NC(=O)c1ccc2c(c1)OCO2
 : 44* | 43%[activator] | 4% | -4% | 26* | 2% | 43%[activator]
Nc1c(N2CCCCC2)c2ccccc2oc1=O
 : -3 | ? | -5% | -13% | 13 | -5% | 8%
COC(=O)c1cc2ccccc2c(-c2c(OC)c(C(=O)OC)cc3ccccc23)c1OC
 : -8 | 12µM* | 0% | 10µM* | 12 | -4% | ?
COCCCNc1nc(-c2ccc(Cl)cc2)nc2ccccc12
 : 6 | ? | 3% | 13µM* | 0 | 0% | 42%
COC(=O)c1c(C)nc(C)c(C(=O)OC)c1-c1ccc(OC)c(OC)c1
 : -12 | 21% | -1% | -9% | -4 | 2% | -8%
O=C(CC1Sc2ccccc2NC1=O)OCC(=O)N1CCc2ccccc21 (configuration not stated)
 : 92* | ? | 1% | 6% | 32* | -5% | -9%
CCOC(=O)[C@@H]1[C@H]2COc3ccccc3[C@@H]2N2C(=O)N(c3ccccc3)C(=O)[C@]12C
 : -3 | 23% | -4% | -6% | -2 | 0% | -11%
Cc1ccc(CNC(=O)CCc2c(C)nn(-c3ccc(N4CCOCC4)nn3)c2C)cc1
 : -5 | ? | 0% | 12% | -1 | 1%&-3% | 13%
CCCC(=O)Nc1nnc(SCC(=O)NCc2cccs2)s1
 : 13 | ? | -5% | 14% | -3 | -8% | -9%

Other records
Under each structure – Shiga toxin inh | Pf growth 96h | LmPK inh | HCV inh | Cycloheximide cs | TbPYK inhibitor | Pf growth 48h
CC1CC(C)CN(C(=S)NC2CCCCC2)C1 (configuration not stated)
 : 14 | ? | 1% | 2% | -2 | -5% | ?
COc1ccc(NC(=O)c2cccc(N3C(=O)c4ccc(C(=O)Nc5ccc(OC)c(O)c5)cc4C3=O)c2)cc1O
 : -26 | ? | -9% | -5% | -1 | -2% | ?
COc1ccc(/C=C2\SC(=S)N(CC(=O)NCCO)C2=O)cc1
 : 30 | ? | -7% | 4% | 21* | -2% | 32%[activator]
CCCCNC(=S)NC(=O)c1ccc([N+](=O)[O-])cc1
 : 38 | 77%[activator] | -1% | 2% | 29 | 0% | 53%[activator]
CCCc1nnc(NC(=O)CCC(=O)NCCc2ccc(Cl)cc2)s1
 : -7 | ? | -10% | 3% | -3 | 3% | 16%
COc1cccc(-c2c(-c3cc(OC)cc(OC)c3)n(C)c3ccc(-c4cccc5[nH]ccc45)cc23)c1
 : . | ? | . | ? | . | 4% | 1.9µM*
COc1ccc(CN2C(=O)CCC2(C)C(=O)NC2CCCCCC2)cc1 (configuration not stated)
 : -5 | . | 0% | 11% | 10 | -2% | ?
Cc1sc(NC(=O)c2ccc(=O)n(C)n2)nc1-c1ccccc1
 : 42 | 118%[activator] | -2% | 2% | 32* | -8% | 52%[activator]
CCC(c1nnnn1Cc1cccs1)N1CCN(C2CCCC2)CC1 (configuration not stated)
 : -15 | ? | -1% | ? | -1 | 1% | 7%
CCCCCCCC[n+]1cccc2c3ccccc3ccc21
 : -1 | 32%[activator] | 1% | 1.4µM* | -6 | -3% | 1.2µM*
COc1ccc(NC(=O)c2cc(S(=O)(=O)N3CCCCC3)ccc2N2CCCCC2)cn1
 : -7 | 18%[5.75 µM] | 4% | -12% | 1 | -13% | .
Cn1c(=O)c2c(ncn2CCC(=O)N/N=C/c2cccnc2)n(C)c1=O
 : 25 | 39%[activator] | 2% | 8% | -1 | 1% | 37%[activator]
